Compound activity as filed in PubChem.
PglD DTNB: blocks C. jejuni PglD acetyltransferase activity; purified PglD enzyme, DTNB colorimetric CoA detection; inhibition, % at 12.5 µM; 360,000 tested, 0.098% active; AID 602405; in the data active = inhibition above about 16%, passing the limit was not always enough; inconclusive = no clear call, values can overlap the other calls; note: strong numbers were not always called active
PGC1a acetyl inh: lowers PGC1a acetylation signal in U2OS cells. AlphaScreen anti-acetyl-lysine; with virally co-expressed GCN5 acetyltransferase. inhibition, % at 15.6 µM. 350,000 tested, 0.17% active. AID 651687;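 active = every replicate shows inhibition of at least 40%; inconclusive = mean inhibition at least 40% but some replicate below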;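 note: 0% = neutral control wells and 100% = positive control wells; some results beyond the cut were filed as inactive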
C2C12 statin: suppressors of simvastatin-induced myotoxicity in C2C12 myotubes; ATP luminescence, 48 h; scaled: DMSO 0, geranylgeraniol control 100; rescue of ATP level, % at 7.49 µM; 330,000 tested, 0.78% active;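 active = mean ATP rescue above about 67%, or every replicate alone reaching that limit, limit read from the data, passing the limit was not always enough; inconclusive = no clear call, values can overlap the other calls; inactive = mean under the limit and some replicate under it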;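 note: myotubes were challenged with 10 µM simvastatin during compound exposure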
F508del corr: CFTR F508del correction in bronchial cells | 350,000 tested, 0.36% active | activity (quench increase), % at 7.58 µM | CFBE cells, YFP halide quenching; stimulated with forskolin plus potentiator P3; % fluorescence drop versus neutral controls;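 active = mean added fluorescence quench of at least 8% versus neutral control, with both replicates also reaching 8%; inconclusive = only one of the mean or replicate conditions met; inactive = mean below 8% and not both replicates reaching 8%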;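 note: cells transiently co-express mutant CFTR-F508del with the halide-sensitive YFP; corrector assay measuring rescue of mutant channel to the surface after 24 h compound exposure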
miR-122 sensor: inhibitors of miR-122 in Huh7 cells; Huh7 miR-122 Renilla luciferase sensor, 48 h; neutral wells = 0, positive control = 100; activation (reporter increase), % at 12.5 µM; 340,000 tested, 0.3% active;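 active = mean replicate activation score at least 90 and every replicate individually at or above 90; inconclusive = only one of the two criteria met; inactive = neither criterion met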;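 note: higher luciferase means less miR-122 activity so hits act as miR-122 inhibitors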
Cneo AK release: causes C. neoformans cell lysis. lysis activity, % at 15 µM. AID 651654. 360,000 tested, 0.2% active. adenylate kinase release luminescence, 4 h; normalised: neutral wells 0, clomiphene wells 100;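 active = mean lysis activity across replicates of at least 80%, whatever share of replicates individually reach that level; inactive = mean lysis activity below 80%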
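Signal: Adenylate kinase release luminescence | Assay system: Log-phase Cryptococcus neoformans yeast cells | Input: Cells at 5 × 10^6 per mL | Buffer or medium: Fresh YPD growth medium | Compound: Single dose | Schedule: Static 4 h at 37 °C with compound, 1 h detection | Controls: Clomiphene | Read-out: Luminescence rise reflecting yeast cell lysis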
FN deposition inh: fibronectin deposition inhibition; 350,000 tested, 0.086% active; AH1F fibroblasts, Alexa488-fibronectin deposition fluorescence, overnight; AID 743247; inhibition, % at 12.6 µM;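 active = mean inhibition across replicates of 30% or more, regardless of how many single replicates reach that level; inconclusive = mean under 30% yet at least half of replicates reach 30%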;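 note: positive control wells lacked labelled fibronectin entirely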
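Assay system: AH1F fibroblasts assembling fluorescent fibronectin matrix; Amount: 10000 AH1F cells per well; Buffer or medium: DMEM, 2% serum; Probe or stimulus: Alexa488-fibronectin, 24 nM final in well; Doses: single compound dose, delivered by pin transfer; Incubation: 1 h adhesion, overnight exposure; Measured by: fluorescence 485/525 nm; Read-out: fibronectin deposition inhibition.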
GSIS activator: GLuc luminescence reporter in INS-1E cells, primary screen for activators of glucose-dependent secretion of insulin. INS-1E GLuc reporter insulin secretion, 2-3 h. activation, % at 16.6 µM. 370,000 tested, 0.61% active. AID 743287;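 active = lowest replicate activation of at least 40%, so every replicate reaches that level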;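 note: 0% = median of neutral control wells and 100% = median of IBMX positive control wells; some compounds called inactive have numbers as strong as hits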
* marks the source's active call; other numbers are inactive results; ? = inconclusive; . = not tested or not shown; & = joins results of further samples; [ ] = dose if it differs, or a comment.

SMILES	PglD DTNB	PGC1a acetyl inh	C2C12 statin	F508del corr	miR-122 sensor	Cneo AK release	FN deposition inh	GSIS activator
C[C@H]1CN([C@@H](C)CO)C(=O)c2cc(NC(=O)CCC(F)(F)F)ccc2O[C@@H]1CN(C)C(=O)Nc1ccc(C(F)(F)F)cc1	-3	-2	1	3.8	2[16.7 µM]	-2	.	11
Cc1noc(C)c1S(=O)(=O)N(C)C[C@H]1Oc2ccc(NC(=O)Nc3ccc(C(F)(F)F)cc3)cc2CC(=O)N([C@@H](C)CO)C[C@@H]1C	0	-5	10	-0.1	-3[16.7 µM]	1	-5	13
COc1ccccc1C#Cc1cnc2c(c1)C(=O)N([C@@H](C)CO)C[C@H](C)[C@@H](CN(C)C(=O)CC1CC1)O2	2	-6	-22	-0.2	-1[16.7 µM]	-4	-3	-34
COc1cc(CC2C(=O)Nc3ccccc32)cc(C)c1O (stereo unspecified)	-1	7	12	-1.5	.	2	1	.
O=C(Cc1cccnc1)N1CC(=O)N2[C@H](CO)[C@@H](c3ccc(C#CC4CC4)cc3)[C@H]2C1	.	6	.	0.1	.	.	5	8
C[C@H](CO)N1C[C@H](C)[C@H](CN(C)Cc2ccc(C(=O)O)cc2)Oc2ccc(NC(=O)Nc3ccccc3)cc2C1=O	0	-2	-14	-2.0	-6[16.7 µM]	0	.	17
COc1cc(NC(=O)c2ccccc2NS(=O)(=O)c2ccc(Cl)s2)cc(OC)c1	0	1	.	1.5	13	1	-6	-31
Cc1ccc(C(=O)CN2C(=O)NC3(CCc4ccccc43)C2=O)s1 (stereo unspecified)	.	8	0	-3.1	.	.	0	11
CCC(C)C(=O)Nc1ccccc1N1CCN(c2ccc(F)cc2)CC1 (stereo unspecified)	5	2	6	1.6	4	0	-7	-3
O=C(N1CCOCC1)N(Cc1ccccc1)c1ccccn1	-4	2	-17	.	-1	1	-1	15
O=C(Nc1nnc(SCc2ccc(F)cc2)s1)c1cccnc1Cl	-1	.	-8	-1.6	3	1	.	4
CO[C@H]1CC[C@@H]2CCN(C)C(=O)C[C@@H](c3ccccc3)CN(C)C(=O)c3cccc(C#N)c3OC[C@H]1O2	-1	.	-4	.	.	0	4	17
C[C@H](CO)N1C[C@H](C)[C@@H](CN(C)Cc2ccncc2)Oc2ccc(NC(=O)Nc3cccc4ccccc34)cc2CC1=O	20	-6	-150	2.5	?	-3	.	-40
Cc1noc(C)c1NC(=O)N(C)C[C@H]1Oc2ccc(NC(=O)Nc3ccc(C(F)(F)F)cc3)cc2CC(=O)N([C@@H](C)CO)C[C@@H]1C	4	-4	-3	-1.7	0[16.7 µM]	3	.	-18
COc1cc(C(=O)N2CCN(CC(O)COc3ccccc3)CC2)cc(OC)c1OC (stereo unspecified)	2	-10	.	0.0	-6	0	-18	4
COc1ccc(-c2ccc3nnc(SCC(N)=O)n3n2)cc1	.	9	.	0.4	.	.	-3	12
C=CCn1c(SCC(=O)Nc2c(C)n(C)n(-c3ccccc3)c2=O)nnc1-c1cccnc1	9	3	3	3.1	-10	-1	5	32
C=C(C)CSc1nnc2n(C)c(=O)c3c4c(sc3n12)CCC4	0	.	.	.	-5	0	2	.
Cc1cccc2cc(CN(Cc3ccco3)C(=O)c3cccs3)c(=O)[nH]c12	-8	-9	3	.	-3	0	.	.
CCC(=O)c1cc2c(cc1NC(=O)c1cccs1)OCCO2	-1	3	5	.	-3	1	.	-1
CCN1CCN(C(=S)Nc2cccc(Cl)c2)CC1	4	-2	.	-0.3	-1	0	-1	0
CCCCn1c(N)c(N(CCOC)C(=O)c2cc(CC)c(C)s2)c(=O)[nH]c1=O	-1	.	11	2.8	.	1	-4	3
CSc1ccccc1OCc1cc(C(=O)N2C[C@H]3CC[C@H]2C3)no1	0	-4	-4	2.7	.	-5	-5	-7
C#CCOCCOCCOCCNc1nc(N2CCN(C(=O)[C@H](CCC(=O)O)n3cc(C(N)CC(C)C)nn3)CC2)nc(N2CCN(C(=O)[C@H](Cc3cc4ccccc4[nH]3)n3cc(C(N)[C@H](C)CC)nn3)CC2)n1 (stereo partly specified)	1	-7	3	.	-5	-1	.	.
C[C@@H]1CN([C@@H](C)CO)C(=O)Cc2cc(NS(=O)(=O)c3ccccc3)ccc2O[C@H]1CN(C)S(C)(=O)=O	0	-3	9	-0.5	4	0	-8	-4&4
Cc1ccc(Sc2c(O)c3ccccc3n(C)c2=O)cc1	.	-5	-2	-2.2	2	.	2	-3
Cc1ccc(OC(=O)N(C)C[C@@H]2OCc3cn(nn3)CCCC(=O)N([C@H](C)CO)C[C@H]2C)cc1	4&-1&-1	-1&-5&1	12&-22&2	1.7&-2.7&-0.8	-4	13&-1&-17	9&-5	7&28
Cc1ccc(C2=CC(=O)C[C@H](c3ccc(F)cc3)C2)cc1	-4	.	3	0.8	.	-4	-3	-7
CCn1c(SCC(=O)N(C)CC(=O)Nc2ccc(F)c(F)c2F)nnc1-c1ccco1	0	.	-1	1.2	.	-1	-10	2
COc1ccc(N(CC(=O)N/N=C/c2ccco2)S(=O)(=O)c2ccccc2)cc1Cl	1	-9	25	-0.1	-4	0	0	18
COc1cccc(NC(=O)CN(C)C(=O)c2c(-c3ccccc3)noc2C)c1	2	.	3	1.0	.	13	5	0
CNC(=O)N1CCC(C(=O)c2c(C)c(C)c(C)c(C)c2C)CC1	6	.	-4	2.7	-1	-4	7	-16
O=C(O)CNC(=O)/C(=C/c1cccc([N+](=O)[O-])c1)NC(=O)c1ccco1	-8	4	.	0.5	-4	4	-6	11
Clc1cccc(N=NN2CCOCC2)c1Cl	.	0	.	0.3	.	.	-3	13
CN(C)C(=O)C[C@@H]1C[C@@H]2c3cc(NS(=O)(=O)c4ccc(F)cc4)ccc3O[C@@H]2[C@@H](CO)O1	8	0	-6	1.6	2[16.7 µM]	2	2	-4
O=C(CN1CCC2(CC1)OCCO2)c1ccc2cc[nH]c2c1	3	-5	-15	.	1	-3	.	.
O=C(c1ccco1)N1CCC(n2nnc3ccccc32)CC1	-4	0	1	.	-1	-1	0	.
Cc1ccc(CNC(=O)c2ccc(Cl)c(S(N)(=O)=O)c2)n1C	-4	11	12	0.7	0	0	1	-1
CC(NC(=O)COc1ccc(S(=O)(=O)N2CCOCC2)cc1)c1ccccc1 (stereo unspecified)	-1	5	-7	-3.9	.	-1	-3	-2
CC(C)CNc1nc(Oc2ccc(=O)n(-c3ccccc3)n2)nc(N2CCOCC2)n1	-1	-1	-1	.	60	1	.	4
C[C@@H]1CN([C@@H](C)CO)C(=O)c2cc(N(C)C)ccc2O[C@H]1CN(C)S(=O)(=O)c1ccccc1	20	31	0	-3.3	3[16.7 µM]	48	.	22
CN1CCN(CCCCOc2ccc(F)cc2)CC1	4	-1	2	.	-5	-3	-3	.
CCOc1ccc(NC(=O)Cn2nc(-c3ccccc3Cl)n(CC)c2=S)cc1	3	8	15	.	-5	0	.	-15
O=C1CC/C=C\C[C@@H](CC(=O)N(CCO)Cc2ccccc2)C(=O)N[C@H](Cc2ccccc2)CO1	-1	.	-10	2.9	3	-6	8	-14
O=C(Nc1ccc(C(F)(F)F)cc1)c1cccc(-n2cnnn2)c1	-1	-2	-43	0.6	16	-1	-10	-35
Cc1cc(C)n2nc(-c3cccnc3)nc2n1	-2	4	.	.	0	0	.	.
CCc1ccc2c(c1)C(c1cccs1)=NNC(c1cccnc1)=N2	6	.	.	.	27	6	-10	.
COC(=O)c1cc(OC)c(OC)c(OC)c1[N+](=O)[O-]	-1	.	8	-2.1	1	-2	-6	5
CCCC1(C)Nc2ccccc2-c2nc3ccccc3n21 (stereo unspecified)	4	1	0	.	-8	-4	-9	3
O=C(CCN1C(=O)C2C3C=CC(C4CC34)C2C1=O)OCC(=O)c1ccccc1 (stereo unspecified)	-3	5	2	-1.4	-3	5	6	.
Further results:
SMILES	PglD DTNB	PGC1a acetyl inh	C2C12 statin	F508del corr	miR-122 sensor	Cneo AK release	FN deposition inh	GSIS activator
CCc1ccccc1N1CC23C=CC(O2)C(C(=O)O)C3C1=O (stereo unspecified)	0	4	3	-2.1	5	-5	5	-3
C[C@@H](NC(=O)[C@H]1[C@H](CO)[C@H]2Cn3c(ccc(C4=CCCCC4)c3=O)[C@H]2N1C)c1ccccc1	3	0	38	0.3	2[16.7 µM]	-1	.	10
COc1ccc(CN(C)C[C@H]2OCCCC[C@@H](C)Oc3ccc(NC(=O)Nc4ccc5c(c4)OCO5)cc3C(=O)N([C@H](C)CO)C[C@H]2C)cc1	-5	7	.	0.2	-4[16.7 µM]	2	15	-36
COc1ccc(NC(=O)N(C)C[C@H]2OCCCC[C@H](C)Oc3ccc(NC(=O)Nc4cccc5ccccc45)cc3C(=O)N([C@H](C)CO)C[C@H]2C)cc1	-1	-13	.	0.4	-9[16.7 µM]	2	.	2
O=C(COC(=O)c1cc(S(=O)(=O)N2CCCCC2)ccc1Cl)NC1CCCCC1	2	-11	3	-0.5	-1	-1	.	-26
CCO[C@H]1OC(C(=O)N2CCN(Cc3ccc4c(c3)OCO4)CC2)=C[C@@H](C2CCCCC2)[C@@H]1CCCO	-3&0	-20&-13	-136	3.1&-0.8	-1	-1&1	-6	.
CCN(CC(=O)N1CCN(Cc2ccccc2)CC1)S(=O)(=O)c1ccc(C)cc1	-1	-25	8	-0.9	0	0	-2	-12
CCCC(C)C(=O)Nc1ccc2c(c1)OCCO2 (stereo unspecified)	-2	-2	-1	.	-7	2	.	.
CO[C@@H]1CC[C@@H]2CCN(C)C(=O)[C@@H](C)[C@H](OC)CN(C)C(=O)c3cccc(C#N)c3OC[C@@H]1O2	-1	4	1	-2.6	.	3	11	-3
CC[C@@H](C)[C@H](NC(=O)OC(C)(C)C)c1nnc(S(=O)(=O)Cc2cc(C)ccc2C)o1	4	21	-8	.	-2	-2	.	.
Cc1ccc(/C=C2\SC(=S)N(CCCC(=O)Nc3ccc(O)cc3)C2=O)cc1	-6	8	-1	-1.7	3	-4	-9	6
C[C@@H]1CCCCO[C@H](CN(C)S(=O)(=O)c2ccc(F)cc2)[C@H](C)CN([C@@H](C)CO)C(=O)c2cc(NC(=O)CCC(F)(F)F)ccc2O1	8	-15	.	-0.9	1[16.7 µM]	0	4	-4
COc1cccc(N(C(=O)Cn2nnc(-c3ccc(C)o3)n2)C(C(=O)NC(C)(C)C)c2cccs2)c1 (stereo unspecified)	5	-17	10	.	9	-4	-7	-15
OCCOCCNc1ncnc2nc[nH]c12	7	-6	-3	0.3	-1	2	.	9
Cn1c(=O)[nH]c(=O)c2c1nc(NCc1ccccc1)n2CCCc1ccccc1	0	9	-4	.	-4	30	.	.
Cc1cc(NC(=O)CSc2nc3c(c(=O)n2C)SCC3)no1	5	.	-7	-0.8	-3	-1	4	.
C[C@H]1CN([C@@H](C)CO)C(=O)c2cccc(NC(=O)c3nc4ccccc4s3)c2O[C@H]1CN(C)Cc1ccccc1	1	.	20	3.1	75[16.7 µM]	-3	.	-8
